Compound activity: PubChem, National Center for Advancing Translational Sciences (NCATS)
Pol kappa inh = inhibitors of human DNA polymerase kappa. purified Pol kappa, fluorescent DNA synthesis assay, 10 min. Potency, µM (titrated, usually from 107 µM), inactives show at the top dose activity, negative = inhibition, hits mostly inhibitors. hit rate 0.53% among 400,000; note: potency is the fitted concentration of half-maximal effect; % is set by controls: 0 for no effect and ±100 for the full control effect
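Pol kappa 10 nM + cpd, 15 min RT; start w/ substrate 50 nM final; fluorescence kinetic read, 0 and 10 min. Neg ctrl: buffer, no enzyme.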
Anesthetic bind = binds horse apoferritin like a general anesthetic. AID 485281. Potency, µM (highest dose often 77.5 µM), without a hit: at the highest dose activity change, negative = displacement, most hits filed as inhibitors. P02791. hit rate 0.074% among 350,000. apoferritin/1-aminoanthracene competitive binding, fluorescence; note: potency is the fitted concentration of half-maximal effect; % is set by controls: 0 for no effect and ±100 for the full control effect; nearly all actives have a fitted effect of over 20% in size
Target sequence (P02791 2-175 limits assumed): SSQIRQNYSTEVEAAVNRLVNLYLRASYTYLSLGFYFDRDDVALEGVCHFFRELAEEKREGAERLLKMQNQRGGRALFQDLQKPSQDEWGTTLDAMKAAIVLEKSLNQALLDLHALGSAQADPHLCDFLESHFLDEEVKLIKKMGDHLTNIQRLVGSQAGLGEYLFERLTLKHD
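Apoferritin-based anesthetic binding model; compound displacement of fluorescent 1-AMA measured as endpoint fluorescence after 10 minutes at room temperature, scaled to free-ligand and complex controls.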
BLM helicase inh = inhibitors of human Bloom syndrome helicase BLM; P54132; recombinant BLM DNA unwinding, fluorescence dequenching; Potency, µM (top dose mostly 56.1 µM), for inactives: at the top dose activity change, negative = inhibition, hits mostly inhibitors; hit rate 0.2% among 350,000;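 note: potency is the fitted concentration of half-maximal effect; plate controls were vehicle for no effect and no enzyme for full effect; nearly all actives have a fitted effect of over 35% in size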
Glioma ERSR ind = ER stress response induction in glioma | U87-MG GRP78 promoter luciferase reporter, 16 h | Potency, µM, without a hit: at the highest dose activation, most hits filed as activators | hit rate 0.02% among 420,000 | AID 602332; note: potency is the fitted concentration of half-maximal effect; series mostly up to about 76 µM; % of control where 0% means no effect; nearly all actives have a fitted effect of over 35% in size
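Stably transfected U87-MG glioma cells carrying a GRP78-based luciferase sensor; 16 h compound incubation. Luminescence end-point read 10 min after Bright-Glo addition at room temperature.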
LDHA block = inhibitors of human lactate dehydrogenase A | P00338 | AID 1347041 | activity change, % (values are at about 110 or 230 µM) | hit rate 0.15% among 480,000 | purified LDHA, NADH/diaphorase-resazurin fluorescence; hits give low values; in the data active = activity change below about -30%; inconclusive = mostly about -25% to -30%;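 note: plate controls were DMSO wells for no effect and wells without enzyme for full effect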
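Resorufin fluorescence (ex540/em590), read at 0 and 20 min after diaphorase/resazurin addition, reports the NADH left after a 5 min room-temperature reaction of 2 nM human LDH5 with 0.06 mM NADH and 0.2 mM pyruvate.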
APEX1 inh = APE1 (human) endonuclease inhibition; P27695; recombinant APE1, TAMRA/BHQ-2 abasic DNA cleavage fluorescence; Potency, µM (doses to about 65.8 µM), without a hit: at the top dose activity change, negative = inhibition, hits mostly inhibitors; hit rate 0.35% among 350,000; AID 2517;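 note: potency is the fitted concentration of half-maximal effect; plate controls were vehicle for no effect and reference inhibitor for full effect; nearly all actives have a fitted effect of over 55% in size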
Target sequence (P27695 whole entry, looked up): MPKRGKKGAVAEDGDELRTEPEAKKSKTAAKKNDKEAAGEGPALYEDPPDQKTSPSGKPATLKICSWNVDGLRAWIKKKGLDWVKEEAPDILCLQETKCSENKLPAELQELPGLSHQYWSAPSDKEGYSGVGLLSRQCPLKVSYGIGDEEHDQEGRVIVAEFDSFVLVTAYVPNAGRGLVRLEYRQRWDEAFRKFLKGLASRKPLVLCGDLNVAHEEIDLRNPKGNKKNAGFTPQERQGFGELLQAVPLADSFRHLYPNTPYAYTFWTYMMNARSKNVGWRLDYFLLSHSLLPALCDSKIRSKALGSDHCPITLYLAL
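Activity was derived from the fluorescence gain between first and third kinetic reads (60 s intervals, ex 525/em 598 nm) after 50 nM THF-abasic TAMRA/BHQ-2 duplex was added to 0.75 nM APE1 preincubated 15 min with compound.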
POLI inh = blocks human DNA polymerase iota activity; hit rate 1% among 390,000; Potency, µM (titrated, usually from 115 µM), for the others: top-dose activity, negative = inhibition, actives largely listed as inhibitors; AID 588590; Pol iota fluorescent replication assay, 10 min; Q9UNA4; note: potency is the fitted concentration of half-maximal effect
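Pol iota at 10 nM preincubated 15 min with compounds at room temperature; reaction started with fluorescent substrate, 50 nM final. Fluorescence read kinetically at 0 and 10 min; buffer-only wells as negative control.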
POLH inh = blocks human DNA polymerase eta activity; hit rate 1.2% among 390,000; recombinant Pol eta, fluorescent DNA replication assay; Potency, µM (top dose mostly 114 µM), for inactives: at the highest dose activity change, negative = inhibition, hits mostly inhibitors; note: potency is the fitted concentration of half-maximal effect; % is set by controls: 0 for no effect and ±100 for the full control effect
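Pol eta (10 nM) was preincubated with compounds for 15 min at room temperature, after which fluorescent replication substrate (50 nM final) was added to start the reaction. Fluorescence was read kinetically at 0 and 10 min.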
POLB inh = inhibitors of human DNA polymerase beta; P06746; Pol beta primer extension/strand displacement, fluorescence kinetic; Potency, µM (titrated, usually from 114 µM), inactives show top-dose activity change, negative = inhibition, actives largely listed as inhibitors; hit rate 1.3% among 340,000; AID 485314; note: potency is the fitted concentration of half-maximal effect; % is set by controls: 0 for no effect and ±100 for the full control effect
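Preincubation: enzyme (10 nM) with compound, 15 min, RT. Reaction: substrate added to 50 nM final. Reads: 0 and 10 min. Analysis: normalized, Hill fit.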
* hit, by the source's call; ? = inconclusive; · = not tested or not shown; [ ] = another dose, or the depositor's remark. Unless noted, calls come from the whole dose curve; as a rule, active = well fitted curve in the direction sought with a large enough effect; inconclusive = small, poorly fitted or top-dose-only effect, or another doubt; inactive = no such curve, though single readings can be large; an effect the other way counts as inactive or inconclusive. An excerpt; rates above refer to the full screens.

| no. | SMILES | Pol kappa inh | Anesthetic bind | BLM helicase inh | Glioma ERSR ind | LDHA block | APEX1 inh | POLI inh | POLH inh | POLB inh |
| --- | --- | --- | --- | --- | --- | --- | --- | --- | --- | --- |
| 1 | CC(=O)Oc1ccccc1C(=O)Nc1ccccc1 | -22% | · | · | 6% | -16 | · | ? | -14% | · |
| 2 | CC1Cc2nc(SCC(=O)c3ccccc3)n(Cc3ccccc3)c(=O)c2S1 (stereo unspecified) | -19% | -9% | -5% | 3% | -4 | 8% | 0% | -22% | 0% |
| 3 | COc1cc(C2CC(c3cccnc3)=NN2c2ccc(F)cc2)cc(OC)c1OC (stereo unspecified) | -18% | 0% | -6% | 0% | -5 | -2% | -3% | -7% | 32% |
| 4 | CCc1cc(-c2nc(N)ncc2-c2ccc(Br)cc2)c(O)cc1OC | 4% | -7% | -22% | 1% | 1 | -7% | -1% | -28% | -5% |
| 5 | NS(=O)(=O)c1ccc(NC(=O)COC(=O)COc2ccc(Br)cc2)cc1 | -3% | -13% | -9% | 3% | -3 | -6% | -8% | -9% | ? |
| 6 | CC1CCN(C(=O)C2CCCCN2S(=O)(=O)c2cccc([N+](=O)[O-])c2)CC1 (stereo unspecified) | -13% | ? | 0% | -2% | -4 | 5% | -14% | -6% | -9% |
| 7 | CCOc1ccccc1/C=C/c1onc(C)c1S(=O)(=O)N1CCC(C(=O)N2CCCCCC2)CC1 | -9% | -21% | -10% | -4% | -2 | -12% | 10% | -11% | 13% |
| 8 | COc1ccc(OCC(=O)Nc2cc(S(=O)(=O)N3CCCC3)ccc2Cl)cc1 | -6% | · | · | -3% | -3 | -11% | 24% | -9% | · |
| 9 | CC(=O)c1c(N2CCN(Cc3ccccc3)CC2)[nH]c(-c2ccccc2)nc1=S | -8% | ? | -1% | 0% | 0 | -4% | -4% | -9% | -1% |
| 10 | Cc1onc(-c2c(Cl)cccc2Cl)c1C(=O)N/N=C(\N)COc1ccc(Cl)cc1 | -16% | -18% | -8% | -9% | -3 | 1% | 7% | -24% | -3% |
| 11 | CCSc1nnc(-c2ccc(C)cc2)c2ccccc12 | -2% | -5% | -1% | 1% | -4 | 0% | 6% | ? | -1% |
| 12 | COc1ccc(Cl)cc1NC(=O)CN(C)C(=O)C1CC(=O)N(Cc2ccc(C)cc2)C1 (stereo unspecified) | 3% | · | · | -3% | -4 | 20% | 24% | -16% | · |
| 13 | O=C1C2(CCC13COC(c1ccc(O)cc1)OC3)COC(c1ccc(O)cc1)OC2 (stereo unspecified) | -12% | -6% | -3% | -3% | 0 | -8% | -7%[58.9 µM] | 2% | -19% |
| 14 | O=C(c1cccc(C(F)(F)F)c1)N1CCOC12CCN(c1ncc(C(F)(F)F)cc1Cl)CC2 | -14% | -8% | -10% | -5% | -7 | 1% | 7% | -13% | 3% |
| 15 | CCOC(=O)c1c(N)sc(C(=O)N2CCCCC2)c1C | 0% | 2% | 1% | 0% | -2 | -1% | -8% | -11% | 1% |
| 16 | O=C(Nc1ccc(C(=O)N2CCCCC2)cc1)c1ccccc1 | -5% | · | · | -1% | -7 | · | 3% | 3% | · |
| 17 | O=C(Cc1ccc(F)cc1)NCCc1csc2nc(-c3ccc(Cl)cc3)nn12 | -7%[60.1 µM] | 0% | 0% | 6% | -5 | · | 32%[activator] | -20% | 3% |
| 18 | CC(C)c1ccc(/C=N/NC(=O)c2ccccc2Cl)cc1 | -3% | ? | -20% | 1% | 3 | -1% | 22% | -17% | ? |
| 19 | CCC(=O)Nc1ccccc1Nc1cc(C#N)c(C#N)cc1[N+](=O)[O-] | 3% | -10% | -1% | -1% | 1 | 2% | 14% | -3% | 18% |
| 20 | COC(=O)/C=C/C(=O)N1CCN(c2ccccc2C)CC1 | -5% | -3% | -2% | -3% | -4 | ? | 84%[activator] | -12% | 14% |
| 21 | O=C(Nc1ccccc1N1CCN(c2ccc(F)cc2)CC1)C12CC3CC(CC(C3)C1)C2 | -10% | -4% | -5% | -2% | -1 | 8% | 4% | -5% | 3% |
| 22 | CCCCn1c(=O)c2c(nc3n2CCCN3Cc2ccccc2)n(C)c1=O | -13% | 4% | 1% | 1% | -5 | 47% | 32%[activator] | -4% | 2% |
| 23 | COC(=O)CCCCCCCCC(O)C[N+]1(C)CCOCC1 (stereo unspecified) | -4% | -8% | 0% | -4% | -8 | 3% | -9%[58.9 µM] | -8% | -1% |
| 24 | Cc1ccc(S(=O)(=O)NC(C)C(=O)Nc2ccccc2C(=O)N2CCCC2)cc1 (stereo unspecified) | -5% | -17% | 0% | -4% | 1 | 3% | -8% | -16% | 3% |
| 25 | CCN(CC)S(=O)(=O)c1cccc(NC(=O)Nc2cccc(C(F)(F)F)c2)c1 | -14% | ? | -7% | -4% | 2 | -5% | -7% | -18% | 5% |

Compound profiles, as listed above. Screens in order: Pol kappa inh, Anesthetic bind, BLM helicase inh, Glioma ERSR ind, LDHA block, APEX1 inh, POLI inh, POLH inh, POLB inh
CC1Cc2nc(SCC(=O)c3ccccc3)n(Cc3ccccc3)c(=O)c2S1 (stereo unspecified) reads -19%, -9%, -5%, 3%, -4, 8%, 0%, -22%, 0%
O=C(Cc1ccc(F)cc1)NCCc1csc2nc(-c3ccc(Cl)cc3)nn12 reads -7%[60.1 µM], 0%, 0%, 6%, -5, ·, 32%[activator], -20%, 3%

The list goes on:
| no. | SMILES | Pol kappa inh | Anesthetic bind | BLM helicase inh | Glioma ERSR ind | LDHA block | APEX1 inh | POLI inh | POLH inh | POLB inh |
| --- | --- | --- | --- | --- | --- | --- | --- | --- | --- | --- |
| 26 | COc1cc(CN2CC(=O)N(c3cccc(Cl)c3C)C2=S)cc(OC)c1OC | 4% | -7% | -9% | 1% | 2 | -18% | 16% | -20% | 20% |
| 27 | COc1ccc(N(CC(=O)NCCSC2CCCCC2)S(=O)(=O)c2ccccc2)c(OC)c1 | · | -2% | -9% | · | · | 0% | · | · | 3% |
| 28 | CC(C)CC(=O)NNC(=O)C(C)C | -5% | 3% | -3% | -3% | -5 | 1% | 174%[activator] | -11% | 42% |
| 29 | COc1ccc(Cn2c(C3CC3)nc3ccc(NC(C)=O)cc3c2=O)cc1 | 4% | -9% | -6% | 5% | 0 | -2% | 6% | 9% | -2% |
| 30 | Cc1[nH]c2ccccc2c1/C=C/c1nc2ccccc2c(=O)[nH]1 | -16% | -11% | -2% | 3% | -3 | -1% | ? | -18% | -1% |
| 31 | CCOc1ncccc1C(=O)N1CCN(S(=O)(=O)c2ccc3c(c2)OCCO3)CC1 | 1% | · | · | -3% | -9 | -2% | -26% | 1% | · |
| 32 | COc1ccc(C(=O)O)cc1S(=O)(=O)NCc1cccnc1 | -21% | -4% | -2% | 0% | -1 | -9% | 13% | -5% | 44% |
| 33 | CC(=O)Nc1nc(C(=O)Nc2c(C)n[nH]c2C)cs1 | -4% | -3% | 0% | -7% | 4 | 0% | 16% | -20% | 11% |
| 34 | CC(=O)NS(=O)(=O)c1ccc(NC(=O)/C=C/c2ccccc2)cc1 | 6% | -4% | -4% | -4% | -8 | -4% | 15% | -16% | 2% |
| 35 | COc1ccccc1NC(=O)CSC(N)=O | -4% | -11% | -2% | ? | -5 | 4% | ? | -14% | 2% |
| 36 | COc1ccc(/C=C2\C(=O)NC(=S)N2C(=O)c2ccc(F)cc2)cc1 | -5% | 3% | ? | -3% | -16 | ? | ? | 25µM* | 14µM* |
| 37 | COc1ccc(NC(=O)c2cc(=O)c3cc(C)cc(C)c3o2)cc1 | 5% | -7% | -4% | -2% | -2 | · | 27% | -18% | 2% |
| 38 | O=C(NC1CCCN(Cc2ccc(Cl)cc2)C1)c1c(F)cccc1F (stereo unspecified) | 2% | 1% | -1% | 0% | -1 | -8% | -18% | -13% | 1% |
| 39 | CCN(CC)S(=O)(=O)c1cccc(C(=O)Nc2nnc(C)s2)c1 | 1% | -1% | 6% | 1% | -15 | 3% | 98%[activator] | -15% | 0% |
| 40 | CC(=O)CCC(=O)NC1CCCc2c1cnn2-c1ccc(C(C)(C)C)cc1 (stereo unspecified) | 9% | -18% | -1% | -1% | 0 | 40% | 24% | -15% | 1% |
| 41 | Cc1cc2n(n1)C(c1ccco1)Nc1ccccc1-2 (stereo unspecified) | 2% | -15% | 0% | 2% | 0 | -4% | 17% | -8% | 18% |
| 42 | COc1ccc(CCNc2nc(SCc3ccc(Cl)cc3)nc3ccccc23)cc1OC | 0%[60.1 µM] | -4% | 2% | -4% | -9 | · | 13% | -22% | 28% |
| 43 | CC(C)(C)c1csc(NC(=O)c2ccccc2O)n1 | -5% | 0% | 0% | 0% | 2 | 6% | 141%[activator] | -1% | 24% |
| 44 | O=C(Nc1ccc(F)cc1)NC1(C(=O)NCc2ccc3c(c2)OCO3)CCCCC1 | -12% | -6% | 0% | -2% | -3 | -2% | 11% | -6% | 0% |
| 45 | CCCCn1nnc(N(C(=O)c2cccs2)C(=O)c2cccs2)n1 | -5% | -23% | -2% | 4% | -2 | 1% | -27% | -11% | -26% |
| 46 | CCN1CCN(c2ccc(S(=O)(=O)N3CCCCC3)cc2NC(=O)c2cccc(Cl)c2)CC1 | -11% | · | · | -4% | -9 | 12% | 23% | -5% | · |
| 47 | Cc1ncc2c(n1)-c1cc(F)ccc1SC2 | -2% | 51%[activator] | -5% | -6% | -3 | 7% | 6% | -23% | 12% |
| 48 | CC(C)(C)NCC(O)COCc1ccc(Cl)cc1 (stereo unspecified) | 1% | 0% | -1% | -7% | -3 | 0% | 6% | -26% | -25% |

Some entries already given, reduced to APEX1 inh, Anesthetic bind and Glioma ERSR ind:
entry	smiles	APEX1 inh	Anesthetic bind	Glioma ERSR ind
28	CC(C)CC(=O)NNC(=O)C(C)C	1%	3%	-3%
29	COc1ccc(Cn2c(C3CC3)nc3ccc(NC(C)=O)cc3c2=O)cc1	-2%	-9%	5%
30	Cc1[nH]c2ccccc2c1/C=C/c1nc2ccccc2c(=O)[nH]1	-1%	-11%	3%
31	CCOc1ncccc1C(=O)N1CCN(S(=O)(=O)c2ccc3c(c2)OCCO3)CC1	-2%	·	-3%

Down the list, as entered above:
Entries 38 to 48 in POLI inh, in turn: -18%, 98%[activator], 24%, 17%, 13%, 141%[activator], 11%, -27%, 23%, 6%, 6%
Entries 38 to 48 in LDHA block, in turn: -1, -15, 0, 0, -9, 2, -3, -2, -9, -3, -3
